High-throughput results from PubChem.
KB-3-1 cytotox = KB-3-1 parental cell cytotoxicity. AID 1347075. Potency, µM (top dose mostly 46.1 µM), without a hit: at the highest dose activity change, negative = cytotoxic, most hits filed as cytotoxic. 400,000 compounds, 1.4% hits. KB-3-1 viability, CellTiter-Glo ATP luminescence, 72 h; further: potency means the concentration at half of the fitted maximal effect; on the % scale 0 is the no-effect control and ±100 the full control effect; nearly all actives have a fitted effect of over 60% in size
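Cells are dispensed, compounds pinned in, plates held at 37 °C for 72 h, then CellTiter-Glo is added and luminescence read after 10 minutes. Cell line: parental KB-3-1 in phenol-red-free DMEM, 10% FBS.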
ATXN2 expr inh = reduces ATXN2 reporter expression in HEK-293 cells. Potency, µM (top dose mostly 57 µM), inactives show at the highest dose activity change, negative = inhibition, usual class: inhibitors. AID 1745845. HEK-293 ATXN2-luciferase reporter, luminescence, 24 h. 360,000 compounds, 0.72% hits; further: potency means the concentration at half of the fitted maximal effect; on the % scale 0 is the no-effect control and ±100 the full control effect; nearly all actives have a fitted effect of over 55% in size
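ATXN2-luciferase reporter cells (luciferase flanked by upstream and downstream ATXN2 gene portions) were treated 24 h at 37 °C with compounds at up to 57 uM. SteadyGlo luminescence gave expression; GF-AFC fluorescence gave viability.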
HT1080-NT tox = kills 2HG-producing HT-1080-NT fibrosarcoma cells; Potency, µM (titrated, usually from 46.1 µM), for the others: at the highest dose activity, negative = less viability, most hits filed as cytotoxic; AID 686970; 360,000 compounds, 1.6% hits; HT-1080-NT fibrosarcoma viability, CellTiter-Glo ATP luminescence, 48 h;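 further: NT is the 2HG producing partner of a matched IDH1 knockdown line; potency means the concentration at half of the fitted maximal effect; 0% = DMSO-treated cells and -100% = media-only wells without cells; nearly all actives have a fitted effect of over 55% in size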
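750 cells/well, RPMI + 5% FBS; 2 h settle, compound pin-transfer, 48 h at 37 degrees C. CellTiter-Glo 10 min RT, luminescence. Normalized to DMSO and media-only wells.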
MCF10A rereplic = DNA re-replication induction in MCF 10a cells. AID 624296. MCF 10A DNA re-replication, Hoechst nuclear intensity, 48 h. Potency, µM (highest dose often 46.1 µM), without a hit: top-dose activity, positive = re-replication, usual class: activators. 350,000 compounds, 2.9% hits; further: potency means the concentration at half of the fitted maximal effect; % of control where 0% means no effect; nearly all actives have a fitted effect of over 50% in size
IL1B secr inh = inflammasome signaling inhibition, IL-1 beta readout. THP-1 LPS/ATP IL-1B secretion, AlphaLISA, 16 h; hits give low values. activity change, % at 57.5 µM. 360,000 compounds, 4.7% hits. AID 743279; in the data active means activity change below about -50%; inconclusive means mostly about -30% to -49%; further: on the % scale 0 is the no-effect control and ±100 the full control effect
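Secreted IL-1B measured by AlphaLISA bead assay after 16 h compound exposure of THP-1 cells; compounds (final up to 57.5 uM) added 1 h before LPS (250 ng/mL) and ATP (1.25 mM) stimulation; lower signal means less secretion.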
HT1080 IDH1KD tx = toxicity to HT-1080 IDH1 knockdown cells (counter line); HT-1080 IDH1 knockdown viability, ATP luminescence, 48 h; Potency, µM (titrated, usually from 46.1 µM), inactives show at the highest dose activity, negative = toxicity, actives largely listed as cytotoxic; 360,000 compounds, 2% hits; AID 686971;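 further: potency means the concentration at half of the fitted maximal effect; 0% = DMSO wells and -100% = cell-free medium wells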
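CellTiter-Glo luminescence after 48 h compound exposure at 37 degrees C of IDH1-knockdown HT-1080 cells in 5% FBS RPMI. %Activity scaled between DMSO wells and cell-free media wells, with curves fitted and assigned curve classes.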
KB-V1 MDR tox = kills drug-selected multidrug resistant KB-V1 cells | KB-V1 MDR cells viability, CellTiter-Glo, 72 h | Potency, µM (highest dose often 46.1 µM), for inactives: at the highest dose activity change, negative = cytotoxicity, usual class: cytotoxic | 400,000 compounds, 3.4% hits | AID 1347076; further: potency means the concentration at half of the fitted maximal effect; on the % scale 0 is the no-effect control and ±100 the full control effect; nearly all actives have a fitted effect of over 60% in size
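Compound-treated KB-V1 multidrug-resistant cells, 72 h, 37 degrees C; viability by CellTiter-Glo. Fitted qHTS curves give the values.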
WRN helicase inh = inhibitors of human WRN helicase; Q14191; WRN helicase unwinding, fluorescent forked duplex, kinetic; Potency, µM (doses to about 114 µM), without a hit: at the highest dose activity change, negative = inhibition, hits mostly inhibitors; 360,000 compounds, 0.46% hits; AID 651768; further: potency means the concentration at half of the fitted maximal effect; on the % scale 0 is the no-effect control and ±100 the full control effect; nearly all actives have a fitted effect of over 55% in size
Target sequence (Q14191 whole entry, looked up): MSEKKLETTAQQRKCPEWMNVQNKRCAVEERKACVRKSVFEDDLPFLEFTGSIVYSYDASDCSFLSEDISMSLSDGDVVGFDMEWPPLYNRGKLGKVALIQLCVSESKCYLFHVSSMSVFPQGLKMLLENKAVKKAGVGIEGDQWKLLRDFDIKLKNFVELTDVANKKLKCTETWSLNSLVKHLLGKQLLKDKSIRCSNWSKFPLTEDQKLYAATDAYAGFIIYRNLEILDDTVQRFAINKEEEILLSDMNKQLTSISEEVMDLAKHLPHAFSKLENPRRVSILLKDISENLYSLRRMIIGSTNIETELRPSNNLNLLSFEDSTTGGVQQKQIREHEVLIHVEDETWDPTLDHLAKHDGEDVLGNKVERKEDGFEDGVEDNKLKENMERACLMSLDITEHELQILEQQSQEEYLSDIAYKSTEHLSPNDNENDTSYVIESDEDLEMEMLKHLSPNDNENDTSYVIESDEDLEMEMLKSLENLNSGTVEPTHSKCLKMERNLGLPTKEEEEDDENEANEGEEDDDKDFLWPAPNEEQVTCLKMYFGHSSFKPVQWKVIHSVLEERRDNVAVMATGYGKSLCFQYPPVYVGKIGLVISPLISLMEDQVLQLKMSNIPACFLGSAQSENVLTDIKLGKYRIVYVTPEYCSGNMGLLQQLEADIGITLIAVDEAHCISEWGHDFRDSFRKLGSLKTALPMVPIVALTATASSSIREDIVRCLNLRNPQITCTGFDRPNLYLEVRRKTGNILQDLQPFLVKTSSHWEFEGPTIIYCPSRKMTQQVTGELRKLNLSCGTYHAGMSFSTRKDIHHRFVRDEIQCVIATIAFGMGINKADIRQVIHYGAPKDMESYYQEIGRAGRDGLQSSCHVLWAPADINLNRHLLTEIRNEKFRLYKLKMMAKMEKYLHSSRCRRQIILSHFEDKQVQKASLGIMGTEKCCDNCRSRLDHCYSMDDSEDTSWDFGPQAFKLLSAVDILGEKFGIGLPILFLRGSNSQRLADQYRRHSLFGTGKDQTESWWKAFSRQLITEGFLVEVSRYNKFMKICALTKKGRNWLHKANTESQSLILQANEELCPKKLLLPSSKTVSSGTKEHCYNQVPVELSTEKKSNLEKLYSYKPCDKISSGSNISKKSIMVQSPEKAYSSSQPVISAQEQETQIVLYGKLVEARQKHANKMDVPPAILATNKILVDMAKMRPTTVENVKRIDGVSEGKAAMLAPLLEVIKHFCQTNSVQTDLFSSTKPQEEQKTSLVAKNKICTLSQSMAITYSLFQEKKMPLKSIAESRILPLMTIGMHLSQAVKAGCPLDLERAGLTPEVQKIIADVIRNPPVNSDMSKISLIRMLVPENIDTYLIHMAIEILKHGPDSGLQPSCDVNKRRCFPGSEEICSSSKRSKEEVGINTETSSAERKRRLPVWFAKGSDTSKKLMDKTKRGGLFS
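Fluorescence dequenching readout, ex 525 nm/em 598 nm, kinetic mode: forked duplex DNA (100 nM final) with adjacent fluorophore and quencher unwound by WRN (20 nM final) with 2 mM ATP. Compound preincubation 15 min, room temperature.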
SW480 rerep = inducers of DNA re-replication in SW480 colon cancer cells; SW480 DNA re-replication, Hoechst DNA content imaging, 48 h; Potency, µM (titrated, usually from 46.1 µM), for inactives: at the top dose re-replication activation, actives largely listed as activators; 340,000 compounds, 1.8% hits; further: potency means the concentration at half of the fitted maximal effect; % of control where 0% means no effect; nearly all actives have a fitted effect of over 55% in size
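DNA re-replication was detected as more nuclei of elevated Hoechst intensity after 48 hr exposure to compound (23 nL pinned per well of 250 cells).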
* = called active by the depositor; ? = inconclusive; / = not tested or not shown; & = joins results of further samples; [ ] = another dose, or the depositor's remark. Unless noted, the call rests on the fitted dose curve; in most records, active means well fitted curve in the direction sought with a large enough effect; inconclusive means small, poorly fitted or top-dose-only effect, or another doubt; inactive means no such curve, though single readings can be large; an effect the other way counts as inactive or inconclusive.

compound	KB-3-1 cytotox	ATXN2 expr inh	HT1080-NT tox	MCF10A rereplic	IL1B secr inh	HT1080 IDH1KD tx	KB-V1 MDR tox	WRN helicase inh	SW480 rerep
COC(=O)c1ccc(CSc2nc(C(F)(F)F)c3c(c2C#N)CCC3)o1	2%	0%	9%	3%	-1	15%	10%	-6%	-3%
O=c1oc2ccccc2c(NCc2ccccc2)c1[N+](=O)[O-]	14%	0%	-1%	11%	20	1%	0%	-5%	-6%
CCC(C)(C)NC(=O)c1ccc(S(=O)(=O)N2CCCCCC2)cc1	0%	-13%	14%	8%	2	11%	?	0%	6%
C=CCSc1nc2c(c(=O)n(C)c(=O)n2C)n1CC	?	9%	-2%	-2%	7	-21%	-1%	7%	-22%
O=C(NCCCN1CCOCC1)c1ccc(Sc2cccc(Cl)c2)c([N+](=O)[O-])c1	?	-16%	-8%	20%	?	-5%	21µM*	-7%	-9%
O=C(c1ccc(F)cc1)C1CCN(C(=O)Nc2ccc(F)cc2)CC1	-6%	-17%	-2%	5%	-19	-10%	?	6%	-1%
O=C(Nc1cccc(S(=O)(=O)N2CCCCCC2)c1)c1ccc(=O)[nH]c1	-2%	/	10%	-3%	61	3%	19%	-5%	-1%
CCN1CCN(C(=O)/C=C/c2ccc(C)cc2)CC1	1%	32%	0%	0%	-3	0%	0%	-1%	-5%
CNc1ccc(C(=O)OCC(=O)NC(=O)NC2CCCC2)cc1[N+](=O)[O-]	17%	1%	5%	6%	-7	1%	-2%	-2%	-11%
Cc1cc(C)c(C#N)c(Nc2ccc3c(c2)OCCO3)n1	2%	7%	0%	12%	12	4%	9%	-5%	-3%
CC1CCc2cc(F)ccc2N1C(=O)CSc1nnc2c3ccccc3n(C)c2n1 (stereo unspecified)	4%	7%	6%	2%	-14	13%	?	1%	-1%
Cc1cc(Br)ccc1NC(=O)CN(C)C(=O)c1ccc2ccccc2n1	19%	17%	-8%	14%	0	-4%	-11%	3%	-3%
O=C(COc1ccc(S(=O)(=O)NC2CCCCC2)cc1Cl)NCC1CCCO1 (stereo unspecified)	-2%	0%	-12%	?	0	-3%	-30%	-10%	?
COc1cc(OC)cc(-c2c(-c3ccc(F)cc3)c3cc(-c4ccc(OC)nc4)ccc3n2C)c1	0%	-4%	8%	4%	6	5%	-4%	3%	-11%
CCCC1(c2ccccc2)NC(=O)N(CC(=O)Nc2ccc(N3CCOCC3)cc2)C1=O (stereo unspecified)	0%	6%	-1%	-3%	1	1%	5%	-2%	-23%
Cn1cc(-c2ccccc2C(=O)O)c(=O)c2cc(Cl)ccc21	-17%	-17%	-14%	-5%	-15	-3%	0%	-1%	5%
Cc1ccccc1NC(=O)c1ccc2c(c1)OCCO2	1%	36%[activator]	9%	-2%	-15	13%	17%	2%	-7%
CCc1cccc(CC)c1NC(=O)COC(=O)/C(C#N)=C/c1ccc(OC)cc1	-1%	-7%	10%	6%	28	-5%	-14%	2%	-2%
NC(=O)CSc1nnc(C2CC2)n1-c1ccccc1	11%	-15%	11%	1%	0	1%	20%	10%	-2%[9.22 µM]
S=C(NCc1ccccc1)NCc1ccc2c(c1)OCO2	21%	-24%	24%	-1%	8	11%	7%	-2%	-9%

The last 2 compounds of the section above lead into the next.
compound	KB-3-1 cytotox	ATXN2 expr inh	HT1080-NT tox	MCF10A rereplic	IL1B secr inh	HT1080 IDH1KD tx	KB-V1 MDR tox	WRN helicase inh	SW480 rerep
NC(=O)CSc1nnc(C2CC2)n1-c1ccccc1	11%	-15%	11%	1%	0	1%	20%	10%	-2%[9.22 µM]
S=C(NCc1ccccc1)NCc1ccc2c(c1)OCO2	21%	-24%	24%	-1%	8	11%	7%	-2%	-9%
COc1ccccc1CN(C)C(=O)c1ccccc1SCC(=O)N1CCCC1	-24%	8%	10%	9%	-27	6%	-3%	5%	-9%
COc1ccc(-c2cc3c(=O)n(CC(=O)NCCCN4CCC(N5CCCCC5)CC4)ncn3n2)cc1	1%	-22%	-14%	0%	-12	-1%	2%	0%	-1%
CCN1C(=O)[C@H]2[C@@H](c3ccc(C)cc3)N3C(=O)N(c4cccc(Cl)c4)C(=O)[C@@]3(Cc3ccccc3)[C@H]2C1=O	-2%	1%	-2%	19%	0	1%	?	-1%	13%
COCCn1c(C)cc(C(=O)CSc2nc3ccccc3c(=O)n2C(C)COC)c1C (stereo unspecified)	0%	6%	-10%	?	-12	-3%	-2%	-6%	22%
COCCCn1c(C(=O)NCCN2CCOCC2)cc2c(=O)n3ccccc3nc21	19%	4%	0%	14%	0	-4%	21%	3%	-6%
O=C(c1ccccc1NS(=O)(=O)c1ccc(Br)s1)N1CCOCC1	4%	-2%	8%	1%	12	11%	-6%	9%	-2%
Fc1cccc(-c2cncc(N3CCN(CCN4CCCC4)CC3)n2)c1	0%	1%	-21%	/	-9	?	0%	-3%	/
CCCC(=O)Nc1ccc(N2CCOCC2)cc1	7%	11%	-6%	?	5	-2%	7%	9%	?
CCCCCCn1c(N2CCCC2)nc2c1c(=O)n(C)c(=O)n2C	-13%	-16%	-8%	?	-3	-11%	?	7%	-1%
COc1ccc(C(=O)Nc2sc3c(c2C(=O)NCc2ccco2)CCCC3)cc1OC	15%	1%	12%	20%	?	13%	6%	-6%	-6%[9.22 µM]
CC(/C=N/NC(=O)c1ccc(CN2c3cccc4cccc(c34)S2(=O)=O)cc1)c1ccccc1 (stereo unspecified)	-10%	0%	-9%	5%	0	-8%	0%	-29%	14%
CCOC(=O)C1(CCc2ccccc2)CCN(C(=O)c2occc2C)CC1	0%	-3%	6%	-12%	-12	3%	?	5%	1.6µM*
Cc1cc(C)c2cc(CN(CCN(C)C)C(=O)Nc3ccccc3Cl)c(=O)[nH]c2c1	0%	/	0%	0%	-24	-9%	1%	7%	0%
CC(C)(C)NC(=O)C(c1ccccc1)n1c(=O)c(-c2ccco2)nc2ccccc21 (stereo unspecified)	6%	/	-24%	/	-2	-9%	-20%	-11%	/
CC1CCCCN1C(=O)c1c(Cl)cnn1C (stereo unspecified)	-5%	4%	3%	-1%	14	6%	?	10%	-6%
COc1ccc([N+](=O)[O-])cc1N(CC(O)CN1CCCCC1)S(=O)(=O)c1ccc(C)cc1 (stereo unspecified)	7%	-6%	-11%	-3%	-13	0%	-19%	-8%	-3%
CN(C)C(=O)Cn1cc(S(=O)(=O)Cc2ccccc2)c2ccccc21	7%	-4%	4%	1%	0	1%	0%	4%	-1%
COc1ccc(S(=O)(=O)N2CCN(CC(=O)Nc3cc(OC)cc(OC)c3)CC2)cc1	-21%	-5%	-11%	9%	-18	0%	-6%	-25%	1%
CSc1c(CC(=O)Nc2ccc(F)cc2)n(Cc2ccccc2)c2ccccc12	1%	-12%	?	3%	-13	?	-6%	-5%	4%
NC(=O)C1CCN(c2nc(-c3ccc(Br)cc3)cs2)CC1	4%	-6%	2%&-4%	4%	-8	2%&-1%	3%	-2%	-2%
COc1cccc(NC(=O)Cn2nnc(C(=O)Nc3ccccc3)c2N)c1	-2%	0%	-5%	-1%	-8	-7%	-6%	-4%	-3%
C#CCSc1nnc(CNS(=O)(=O)c2ccc(Br)cc2)n1C	-2%	-3%	-1%	15%	0	0%	11%	2%	5%
Cn1c2ccc(Cl)cc2c2nc3ccccc3nc21	0%	0%	2%	?	-11	-1%	8%	0%	7%
CC(C)(C)NC(=O)CSc1nccn1Cc1ccccc1	3%	2%	2%	5%	1	8%	?	4%	-1%
CCCn1c(NC(=O)CN2C(=O)NC3(CCCC3)C2=O)nc2ccccc21	-23%	-10%	-11%	1%	15	1%	?	-6%	0%
O=C(NCc1ccc(F)cc1)C(=O)NCC(c1ccco1)N1CCOCC1 (stereo unspecified)	0%	-18%	2%	0%	-2	12%	-2%	-2%	4%
CNCCOc1ccc(Cl)c(Cl)c1	-37%	?	-17%	?	-24	?	0%	2%	?
Cc1cc(N2CCN(c3nc(-c4ccccc4)cs3)CC2)c2ccccc2n1	?	?	8%	4%	?	1%	?	5%	16%
CCCOc1ccc(F)cc1-c1cc(C(=O)NC(C)C)[nH]n1	0%	5%	11%	/	22	0%	-16%	-3%	/
Cn1c(=O)n(C)c2cc([N+](=O)[O-])c(N3CCN(C(=O)C(C)(C)C)CC3)cc21	-31%	-8%	-6%	-2%	5	-8%	-12%	-11%	-8%
O=S(=O)(c1cccc2nsnc12)N1CCN(Cc2ccccc2)CC1	1%	-5%	1%	?	9	-3%	5%	7%	-2%
N#Cc1c2ccc(OCC(N)=O)cc2n2ccccc12	?	-19%	?	22%	0	-16%	0%	-8%	10%
CCOC(=O)N1CCN(S(=O)(=O)N2CCCC(C(=O)NCCCN3CCC(C)CC3)C2)CC1 (stereo unspecified)	12%	8%	16%	1%	-12	13%	?	-1%	-5%
COc1cccc(/C=N/NC(=O)CN2C(=O)NC3NC(=O)NC32)c1 (stereo unspecified)	15%	4%	12%	0%	0	19%	1%	9%	-6%
Cc1cccc(NC(=S)N2CCN(Cc3ccc4c(c3)OCO4)CC2)c1C	27%	2%	-2%	0%	5	2%	14%	-7%[57.1 µM]	1%
CC(C)(C)c1ccc(-c2nc3cc(N)ccc3o2)cc1	3%	8%	0%	14%	15	3%	-6%	-4%	17%
